Compound activity: PubChem, several laboratories
M1 PAM: potentiates human M1 receptor response to acetylcholine; hit rate 0.088% among 360,000; activation, % at 3 µM; P11229; CHO-K1 hM1, Fluo-8 calcium fluorescence, ACh EC20; 0% = ACh EC20, 100% = maximal ACh; in the data active = activation above about 19%, passing the limit was not always enough
M4 PAM: positive allosteric modulators of human muscarinic M4 receptor; AID 624126; hit rate 0.4% among 360,000; CHO-K1 hM4/Gqi5, Fluo-8 calcium fluorescence, ACh EC20; 0% = ACh EC20, 100% = maximal ACh; activation, % at 3 µM;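 active = activation above its plate's cutoff, the mean activation of sample wells plus 3 SD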; also: some results filed as inactive read as strong as hits
Target sequence (P08173 whole entry, looked up): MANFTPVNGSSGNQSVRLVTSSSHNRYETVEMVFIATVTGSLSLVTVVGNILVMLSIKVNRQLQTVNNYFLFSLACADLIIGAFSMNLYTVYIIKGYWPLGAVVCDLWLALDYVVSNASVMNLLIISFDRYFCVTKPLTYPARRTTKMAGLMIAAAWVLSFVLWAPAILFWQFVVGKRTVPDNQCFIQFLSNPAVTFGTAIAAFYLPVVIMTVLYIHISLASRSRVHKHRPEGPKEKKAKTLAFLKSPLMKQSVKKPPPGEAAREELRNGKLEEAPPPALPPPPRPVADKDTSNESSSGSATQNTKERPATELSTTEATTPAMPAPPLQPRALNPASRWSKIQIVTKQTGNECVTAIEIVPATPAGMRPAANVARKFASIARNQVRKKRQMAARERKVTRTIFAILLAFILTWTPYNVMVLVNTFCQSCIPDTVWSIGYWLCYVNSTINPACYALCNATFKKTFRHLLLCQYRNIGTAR
CHRM4 agonist: CHRM4 agonism in calcium assay; activation, % at 3 µM; CHO-K1 hM4/Gqi5, Fluo-8 calcium fluorescence; vehicle 0%, full acetylcholine response 100%; hit rate 0.14% among 360,000; AID 624127;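 active = activation above the run mean over all test wells plus 3 SD, cut at about 32% in these data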;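 also: peak over basal fluorescence ratio per well then scaled between controls; 0% = DMSO wells and 100% = acetylcholine at EC100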
CHRM5 agonist: CHRM5 agonism in calcium assay; activation, % at 3 µM; CHO-K1 hM5 cells, Fluo-8 calcium fluorescence; 0% DMSO wells, 100% maximal acetylcholine response; hit rate 0.19% among 360,000; P08912; AID 624037;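 active = activation above the run's mean over test compounds plus 3 SD, cut at about 23% in these data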;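 also: signal is peak over basal fluorescence ratio across the kinetic read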
Target sequence (P08912 whole entry, looked up): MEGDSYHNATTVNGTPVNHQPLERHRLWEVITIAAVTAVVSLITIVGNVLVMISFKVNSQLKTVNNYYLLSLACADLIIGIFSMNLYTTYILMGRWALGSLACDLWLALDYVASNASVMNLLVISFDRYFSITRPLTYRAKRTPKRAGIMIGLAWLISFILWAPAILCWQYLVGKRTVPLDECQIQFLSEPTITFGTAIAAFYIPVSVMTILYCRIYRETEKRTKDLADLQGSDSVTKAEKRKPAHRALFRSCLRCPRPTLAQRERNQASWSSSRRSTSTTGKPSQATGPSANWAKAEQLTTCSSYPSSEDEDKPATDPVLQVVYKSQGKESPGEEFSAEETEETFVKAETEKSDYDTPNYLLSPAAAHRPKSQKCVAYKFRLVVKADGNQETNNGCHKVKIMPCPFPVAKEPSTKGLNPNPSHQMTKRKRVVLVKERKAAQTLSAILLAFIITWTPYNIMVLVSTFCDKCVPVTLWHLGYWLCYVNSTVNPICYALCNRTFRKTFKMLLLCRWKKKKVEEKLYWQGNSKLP
M4 antag: blocks acetylcholine activation of human M4 receptor; P08173; CHO-hM4 cells, ACh EC80, Fluo-8 calcium fluorescence; inhibition, % at 3 µM; hit rate 0.73% among 360,000; AID 624125;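 active = inhibition above its plate's cutoff, the mean inhibition of sample wells plus 3 SD, cut at about 27% in these data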;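 also: 0% = acetylcholine EC80 with DMSO and 100% = DMSO without agonist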
CHRM5 antagonist: CHRM5 antagonism in calcium assay; P08912; CHO-hM5 cells, Fluo-8 calcium fluorescence, ACh EC80; inhibition, % at 3 µM; hit rate 0.59% among 360,000;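 active = inhibition above a per-plate cutoff, the mean of that plate's test compounds plus 3 SD, cut at about 27% in these data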;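 also: 0% = acetylcholine EC80 with DMSO and 100% = DMSO without agonist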
M5 PAM: positive allosteric modulators of human muscarinic M5 receptor; hit rate 0.3% among 360,000; P08912; activation, % at 3 µM; CHO-K1 hM5, Fluo-8 calcium, ACh EC20 PAM; 0% = ACh EC20, 100% = ACh EC100; AID 624038;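 active = activation above the run cutoff, the mean activation of all test compounds plus 3 SD, cut at about 18% in these data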
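System: CHO-K1 hM5 cells. Reagent: acetylcholine, EC20 level. Compound dosing: single dose, 3 µM nominal final test concentration. Timing: Post-acetylcholine fluorescence recording 140 s. Detection: Fluo-8 calcium fluorescence. Read-out: % activation, ACh-normalized. Benchmarks: ACh EC20 and EC100 wells. Repeats: singlicate, one well per test compound.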
CHRM1 antagonist: blocks human M1 muscarinic receptor. hit rate 1.3% among 360,000. P11229. CHO-K1 hM1, Fluo-8 calcium fluorescence, ACh EC80 antagonist. inhibition, % at 3 µM;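 active = percent inhibition above its own plate's cutoff, namely the mean of that plate's compound wells plus 3 SD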;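 also: peak over basal fluorescence ratio during 140 s after agonist addition; 0% = ACh EC80 plus DMSO and 100% = DMSO alone without agonist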
CRFBP-R2 agonist: CRF-BP/CRF-R2 complex agonism. HEK293 CRF-R2/CRF-BP, calcium dye fluorescence (FLIPR); percent of saturating CRF peptide response. activation, % at 13.2 µM. hit rate 0.46% among 350,000. AID 588473;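 active = activation of at least 50%, plus an integration ratio under a set limit after plate pattern correction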;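 also: plate controls were neutral control wells without compound for no effect and CRF at EC100 for full effect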
The depositor's hits bear a star; x = no result given.

Compound	CHRM1 antagonist	M4 PAM	CRFBP-R2 agonist	CHRM4 agonist	CHRM5 agonist	M5 PAM	M4 antag	CHRM5 antagonist	M1 PAM
CCC1(C)NC(=O)N(CC(=O)c2cc(C)n(C3CC3)c2C)C1=O (stereo unspecified)	-11	10	-1.1	0	0	-2	-9	4	14
CCCCNC(=O)N(O)C1N(/N=C/c2ccccc2O)C(=S)SC1(C)C (stereo unspecified)	-7	6	0.9	1	-4	-1	-5	4	0
O=C(Cc1cccc(NC(=O)C2CCCN(C(=O)C3CC3)C2)c1)Nc1cccc(C(=O)N2CCCCC2)c1 (stereo unspecified)	-3	8	0.2	-1	0	-3	-9	1	18
Cc1cc(NC(=O)CSc2nc(C(C)(C)C)nc3ccccc23)no1	3	5	3.1	1	-2	4	1	7	1
COC(=O)c1ccc(-c2n[nH]c(=O)c3ccccc23)cc1	-2	1	-0.2	0	3	-2	0	8	3
CCCNC(=S)Nc1ccc(Oc2ccccc2)cc1	2	-1	0.8	2	-1	2	4	0	-3
CCOc1ccc(OCC)c(NC(=O)CN2CCN(c3ccc(C)cc3C)CC2)c1	-1	20*	-0.5	0	0	-4	7	-15	6
CCn1c(SCC(N)=O)nnc1-c1ccc(S(=O)(=O)N2CCN(C)CC2)cc1	-6	22	3.9	1	0	2	11	-11	10
Cc1cc(C)c2c(N)c(C(=O)Nc3ccc(C)c(C)c3)sc2n1	-4	0	-1.3	1	1	-5	9	17	5
O=C(Nc1cccc2ncccc12)c1ccc(-c2ccc(Br)cc2)o1	-4	-9	0.1	9	1	-7	2	0	1
CCN(CC)CCCNCC(=O)Nc1ccc2c(c1)CCC2	-15	6	-0.8	1	-3	12	-1	0	11
Cn1nc(-c2ccc(S(N)(=O)=O)s2)cc1C(F)(F)F	-9	-6	-3.9	1	2	12	0	-1	8
CCCCN(C(=O)c1cccc(S(=O)(=O)N2CCCCC2)c1)C1CCS(=O)(=O)C1 (stereo unspecified)	-12	0	22	1	-5	-6	-2	4	6
CCc1nnc(NC(=O)C(C)N2C(=O)C3C4C=CC(C4)C3C2=O)s1 (stereo unspecified)	-5	2	-1.9	1	-5	-1	0	-2	6
Cc1ccc(C(C)CCN2CCC(n3nccc3NC(=O)c3ccccc3)CC2)o1 (stereo unspecified)	-5	2	-0.4	5	-7	-5	-4	0	4
COc1ccc(C(=O)N2CCN(C)C(=O)[C@@H]2C)cc1OC1CCN(C(C)C)CC1	-10	4	2.3	1	-4	-1	-1	3	0
C=CCSc1nnc(NC(=O)c2ccc(N3CCCC3=O)cc2)s1	-3	0	-1.3	1	0	12	3	4	4
O=c1ccc(S(=O)(=O)N2CCCC2)cn1Cc1ccc(F)cc1	-3	3	-0.5	1	-3	-1	9	9	8
C=CCNC(=O)c1cccc2c1C(=O)c1ccc(N3CCCC3)cc1S2(=O)=O	14	-12	17	23	14	-15	-6	8	-12
O=C(NCCNCc1ccccn1)c1ccco1	-9	6	1.7	1	0	-8	3	8	9
Cc1ccc(-c2c(C(=O)N(C)Cc3ccccc3)oc(=O)c3ccccc23)cc1	-2	1	2.3	0	-4	-12	-13	7	-8
C=CCNC(=S)NNC(=O)c1ccc(C)c(Cl)c1	-18	13	-0.9	3	2	-1	-5	12	10
Cc1ccc(C(=O)NCC(=O)OCc2nnc(-c3ccc([N+](=O)[O-])cc3)o2)s1	1	1	-0.4	4	2	9	9	1	6
CCOc1ccc(S(=O)(=O)N2CCCCC2)cc1NC(=O)CSCc1c(C)noc1C	-3	1	-2.0	0	-4	-6	1	12	-1
Cn1c(CC(=O)NNC(=O)c2ccc(F)cc2F)nc2ccccc21	0	4	0.0	0	1	4	-13	7	5
Cc1ccc(NC(=O)C2CCCO2)cc1[N+](=O)[O-] (stereo unspecified)	-2	-3	0.4	0	-3	-1	7	1	0
COc1ccc(S(=O)(=O)N(C)CC(=O)N2CCC(C)CC2)cc1Cl	-18	-1	-1.6	2	0	0	1	-3	-1
O=C(OCc1cccc(Cl)c1)c1cc([N+](=O)[O-])ccc1N1CCOCC1	-3	-5	2.3	2	-1	-7	-6	3	0
CC(Sc1nnc(CNc2cccc3ccccc23)n1-c1ccccc1)C(=O)N/N=C/c1ccco1 (stereo unspecified)	-18	2	-0.2	0	0	0	-4	6	8
O=C(COC(=O)c1ccc(S(=O)(=O)NCc2ccco2)cc1)NC1CCCCC1	-9	5	7.9	4	1	-1	-2	5	8
COc1ccc(CC(=O)N2CCN(S(=O)(=O)c3ccc(Cl)s3)CC2)cc1	3	13	-0.1	2	1	4	0	-6	5
Cc1ccc(N2CCCn3c2cc(C)c(C#N)c3=O)cc1Cl	-2	38*	-1.4	1	-1	6	1	-5	7
O=C(CN(c1ccc2c(c1)OCCO2)S(=O)(=O)c1ccccc1)NCC1CCCO1 (stereo unspecified)	-12	-2	-2.6	4	6	1	-10	2	3
CCOC(=O)c1ccc(NC(=O)CCS(=O)(=O)c2cccc3nonc23)cc1	-2	-4	0.2	7	-3	-8	5	12	2
COc1ccc(C(C)(O)c2nc(-c3cccc(C(F)(F)F)c3)cs2)cc1 (stereo unspecified)	-2	-4	x	0	0	-6	1	6	-2
COc1ccc(C)cc1NC(=O)NCc1ccco1	23	-1	1.0	0	0	5	1	2	-4
O=C(N/N=C/c1ccccc1)c1c(O)c2ccccc2[nH]c1=O	-8	-2	0.6	0	-5	-12	5	12	14
COc1cc2oc3ccccc3c(=O)c2cc1OC	-1	-5	0.7	0	-1	2	1	4	-2
CCOC(=O)c1cc(Sc2ccccc2N)cc(C(=O)OCC)n1	13	-26	-1.0	10	3	-10	-1	7	-11
O=C(Nc1csc(Cc2c(Cl)cccc2Cl)n1)NN1CCOCC1	-19	-1	-1.3	1	-6	7	1	-6	4
CC1(C)CC(=O)C=C(c2cn[nH]n2)C1	-14	3	7.2	0	1	-2	-1	6	8
Cc1ccc(-c2nnc(NC(=O)c3c(F)cccc3Cl)s2)cc1	-9	8	2.3	0	0	-3	-7	1	8
COc1ccccc1NC(=O)Nc1nc(C(N)CCc2ccccc2)cs1 (stereo unspecified)	1	-4	x	17	3	0	6	-1	3
CC/C(Cc1ccccc1)=N\NC(=O)c1cc(C)oc1C	4	-2	2.1	0	-3	-3	1	-1	-3
O=C(COc1ncnc2ccc(Br)cc12)NC1CCCC1	-7	25*	-0.1	2	3	4	-11	-4	15
O=C1CCN(Cc2ccc(Br)cc2)CCN1[C@H](CO)c1ccccc1	-7	9	0.0	7	-7	6	-14	-1	5
COc1ccc(NC(=O)NCC(C)CSc2ccc(C)cc2)c(OC)c1 (stereo unspecified)	-2	-4	-3.2	1	-4	-2	-11	5	-2
Cc1cc(C)cc(OCC(=O)Nc2ccc(-n3cnnn3)cc2)c1	-16	17	1.0	1	2	-6	-11	-5	15
CC1=C(C(N)=O)C(c2ccccn2)n2nc(SCc3ccccc3)nc2N1 (stereo unspecified)	-10	-5	2.0	0	-2	4	3	2	5
CCS(=O)(=O)N1Cc2ccccc2CC1C(=O)OCC(=O)Nc1ccc(C)cc1 (stereo unspecified)	9	-4	-1.1	2	-3	-4	2	-6	-6
O=C(NCCC1=CCCCC1)c1cc2c(s1)CS(=O)(=O)C2	-11	6	1.0	2	-1	6	2	-3	4
CCC(=O)Nc1cc2nn(-c3ccc(OC)cc3)nc2cc1C	11	-2	0.9	1	1	0	7	5	-7
Cc1ccc(NC(=O)Nc2cccc(C)n2)c(C)c1	-3	-11	1.4	-1	1	-4	-9	5	1
CC(C)(O)C1Cc2cc(/C=C/C(=O)O)c(O)cc2O1 (stereo unspecified)	-2	4	3.3	0	-2	3	-3	-2	10
Cc1ccc(S(=O)(=O)N2CCN(C(=O)CCCN3C(=O)NC4(CCCC4)C3=O)CC2)cc1C	-6	18	-0.7	0	-1	6	-15	-3	9
COc1cc([N+](=O)[O-])cc(CN2CCCCC2)c1O	-8	4	2.4	-1	0	3	1	-2	11
COc1ccc(NC(=O)Cc2csc(NC(=O)Nc3ccccc3OC)n2)cc1	6	-5	-0.3	21	3	-9	-21	9	-9
CCCC(C)c1nnc(NC(=O)CN2C(=O)c3ccccc3C2=O)s1 (stereo unspecified)	-8	5	1.1	1	-1	6	-5	2	5
O=c1cc(C(O)C[N+](=O)[O-])occ1OCc1ccccc1 (stereo unspecified)	-6	4	0.8	1	0	-6	-8	3	10
Cc1ccc(C(=O)O)cc1NC(=O)C1CCCN1S(=O)(=O)c1cccc2nsnc12 (stereo unspecified)	-20	1	-0.3	1	2	-3	-3	1	15

Continued:
Compound	CHRM1 antagonist	M4 PAM	CRFBP-R2 agonist	CHRM4 agonist	CHRM5 agonist	M5 PAM	M4 antag	CHRM5 antagonist	M1 PAM
O=C(O)c1cccnc1Sc1ccc(Cl)cc1	-3	7	4.4	0	-2	2	0	4	7
C[C@]12c3[nH]c4ccccc4c3CCN1C(=O)C(CC(=O)NCc1cccc(C(F)(F)F)c1)C[C@@H]2C(=O)N1CCCCC1 (stereo partly specified)	-6	-9	-1.0	0	1	-5	5	6	2
CCOc1ccc(NC(=O)CSc2nc3ccccc3nc2N2CCOCC2)cc1	1	-4	-2.0	1	0	-2	0	1	-3
CCS(=O)(=O)c1ccc2oc(SCC(=O)c3ccco3)nc2c1	-19	7	5.0	3	-1	-2	-20	-7	2
Cc1ccccc1NC(=O)c1ccc(OCc2c(C)noc2C)cc1	-10	3	0.4	2	1	8	6	1	8
Cc1sc(NC(=O)c2oc3ccccc3c2C)c(C#N)c1C	4	-2	-1.5	0	2	-5	0	13	0
COc1cccc(C(=O)NCCS(=O)(=O)NC(C)CCc2ccccc2)c1 (stereo unspecified)	-3	4	-1.2	3	-2	6	0	-3	6
COc1ccc(NC(=O)CN(C)C(=O)c2ccc3c(c2)NC(=O)CS3)cc1	-14	8	0.3	1	1	0	-5	8	10
O=C(C/C=N/OCc1c(Cl)cccc1Cl)c1ccc(Cl)cc1	1	20	-1.1	0	1	1	1	-3	8
COC(=O)c1cc(Br)c(=O)n(-c2cc(C)on2)c1	2	9	-1.2	1	-2	-4	-4	1	3
Cc1cccc(C(=O)N2CCc3c([nH]c4ccccc34)C2CC(C)C)n1 (stereo unspecified)	6	3	0.7	2	-1	5	-2	-14	5
CN(CCc1ccccn1)C(=O)c1ccc(OC2CCN(CCc3ccccc3)CC2)cc1	7	-14	2.3	2	-7	-26	16	16	-5
O=C(N/C(=C/c1ccco1)C(=O)N1CCCC1)c1cccs1	10	-3	0.8	0	0	-4	1	5	-4

Part of the list above, limited to CHRM4 agonist, M5 PAM and CHRM1 antagonist:
Molecule	CHRM4 agonist	M5 PAM	CHRM1 antagonist
O=C(N/C(=C/c1ccco1)C(=O)N1CCCC1)c1cccs1	0	-4	10
COc1ccc(NC(=O)CN(C)C(=O)c2ccc3c(c2)NC(=O)CS3)cc1	1	0	-14
